Screening data from PubChem.
T cell modulator: T cell immune modulators affecting CD8 T cell-vesicle binding. 330,000 compounds, 0.068% hits. 2C CD8+ T cell-vesicle binding, flow cytometry; hits give low values. calls only at 7 µM. AID 2052;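 active = response, share of CD8 T cells binding vesicles, and their 90th percentile fluorescence all below set limits, cut at about 80% in these data, passing the limit was not always enough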
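Assay system – 2C mouse CD8+ T cells · Also added – QL9-loaded Drosophila micro-vesicles · Timing – Cell–vesicle co-incubation 1.5 h at 37 °C, staining 20 min on ice · Signal – flow cytometry of vesicle-bound cells · Measure – percent CD8+ FL2 mean versus row control · Controls – Peptide-free naked vesicles (low) and QL9 vesicles with 0.7% DMSO vehicle (high)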
RSV CPE inhibition: RSV antiviral activity via CPE protection, HEp-2 cells, primary 10 µM value included (AID 2391); 310,000 compounds, 0.13% hits; one-dose CPE inhibition, % at 10 µM; IC50 in µM for titrated hits; HEp-2 cells, RSV-induced CPE inhibition; higher % means a stronger effect; in the data active = a potency from the dose series; inconclusive = CPE inhibition mostly from about 23% at the one dose, without a potency; inactive = the rest, 99 in 100 with CPE inhibition below about 21%; also: strong numbers were not always called active
Salmonella PhoP GFP: PhoP-dependent GFP reporter repression – Salmonella Typhimurium, primary screen (AID 1863); S. Typhimurium PhoP-regulated promoter GFP reporter, 4 h; higher % means a stronger effect; inhibition, % at 50 µM, or IC50 in µM where a hit was titrated; 300,000 compounds, 0.16% hits;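 active = inhibition over 29.93%, a cutoff 3 SD above the screen mean, later confirmed by dose response; inconclusive = inhibition over 29.93% but no dose response follow-up; inactive = inhibition at most 29.93% or unconfirmed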;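 also: 0% = low Mg2+ inducing control and 100% = high Mg2+ repressing control; strong numbers were not always called active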
b-catenin transl: beta-catenin nuclear translocation modulation | 190,000 compounds, 0.3% hits | AID 1665 | HeLa beta-catenin nuclear translocation, immunofluorescence imaging | nuclear translocation activity, % at 5 µM;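 active = nuclear translocation activity above 50% at 5 µM, with a well cell count of 50 or more; inconclusive = wells under 50 cells across six images, flagged as toxic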;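 also: per-cell ratio of nuclear to cytoplasmic median beta-catenin stain intensity; plate controls were DMSO negative control for no effect and GSK-3 inhibitor IX positive control for full effect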
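Signal – beta-catenin immunofluorescence imaging with DAPI · Test system – human HeLa cell line · Dosing – 5 µM primary single dose, 0.1% DMSO, 0.02–20 µM confirmation series · Measure – % activation, nuclear-to-cytoplasmic median beta-catenin signal ratio per cell · Incubation – 24 h compound exposure at 37°C, 5% CO2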
Myeloid diff 2: myeloid differentiation induction. ER-HoxA9 myeloid progenitors, lysozyme-GFP differentiation, flow cytometry. AID 624256. calls only at 10 µM. 360,000 compounds, 1% hits;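 active = normalized GFP-positive differentiation at or above the plate's own cutoff, the solvent-only control mean plus 3 SD; inconclusive = no clear call, values can overlap the other calls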;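 also: cells exposed to compound for four days before flow analysis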
SV40 large T antigen: SV40 large T antigen inhibitors, biochemical (AID 1903). 310,000 compounds, 0.39% hits. one-dose inhibition, % at 20 µM; IC50 in µM for titrated hits. SV40 large T antigen ATPase/helicase inhibition assay; higher % means a stronger effect; in the data active = a potency from the dose series; inconclusive = inhibition mostly from about 32% at the one dose, without a potency; inactive = the rest, 99 in 100 with inhibition below about 32%; also: strong numbers were not always called active
West Nile antiviral: inhibition of WNV-induced cytopathic effect – cell-based, CPE readout (AID 1621) | West Nile virus-infected cells, CPE inhibition; higher % means a stronger effect | CPE inhibition, % at 10 µM; hits with a dose series show IC50 in µM | 290,000 compounds, 0.02% hits; in the data active = a potency from the dose series; inconclusive = CPE inhibition mostly from about 3.7% at the one dose, without a potency; inactive = the rest, 99 in 100 with CPE inhibition below about 2.2%; also: strong numbers were not always called active
Rac1 GTP hydrolysis: MgcRacGAP GTPase-activating activity inhibitors, confirmation, biochemical, ADP Hunter fluorescence | MgcRacGAP-stimulated Rac1 GTP hydrolysis, ADP Hunter fluorescence; higher % means a stronger effect; GST-tagged Rac1 F28L mutant substrate | inhibition, % at 30 µM, or IC50 in µM where a hit was titrated | 340,000 compounds, 0.6% hits | AID 624330;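 active = first-screen hits whose inhibition reached a set limit at any dose in the follow-up dose series; inconclusive = inhibition above the set first-screen limit but never retested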;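 also: fluorescence reports GDP produced by GAP-driven GTP hydrolysis; strong numbers were not always called active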
WT yeast gro inh: growth inhibition of WT yeast, mitochondrial fusion screen. mitochondrial fusion phenotypic screen, WT strain. 190,000 compounds, 2.1% hits. AID 1362. inhibition, % at 10 µM; in the data active = inhibition above about 58%; tested in S. cerevisiae
WT yeast gro inh mutant strain: also measured in WT yeast gro inh; calls as there; inhibition, %; mitochondrial fusion phenotypic screen, mutant strain inhibition
b-catenin transl cell count 5 µM: second read-out of b-catenin transl, no call of its own (marks repeat the call); cell count; measured here: cell count, cytotoxicity flag
T cell modulator vesicle-bound %: also measured in T cell modulator; calls as there; double positive events, %; measured here: CD8+ vesicle-bound cell fraction;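 binding gate set so that unloaded-vesicle control wells show 10% double positive cells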
Myeloid diff 2 GFP+ MAC1+ %: second read-out of Myeloid diff 2, no call of its own (marks repeat the call); GFP+ MAC1+ double positive, %; measured here: differentiation confirmed by MAC1 staining
Active calls of the source: *; i = inactive; ? = inconclusive; nt = no result given.

SMILES	T cell modulator	T cell modulator vesicle-bound %	RSV CPE inhibition	Salmonella PhoP GFP	b-catenin transl	b-catenin transl cell count 5 µM	Myeloid diff 2	Myeloid diff 2 GFP+ MAC1+ %	SV40 large T antigen	West Nile antiviral	Rac1 GTP hydrolysis	WT yeast gro inh	WT yeast gro inh mutant strain
Cc1sc2ncnc(N3CCCCC3)c2c1C	i	57	2.4%	-1%	-1.6	1221	i	5.7	20%	-0.5%	1%	18	36
CN(C)/C=C/c1c([N+](=O)[O-])c2ccc(O)cc2n1-c1ccccc1	i	42	-0.2%	-19%	-0.5	1332	i	0.4	22%	0.0%	31%	nt	nt
O=C(Nc1cc(N2CCOCC2)ncn1)c1ccc(F)cc1	i	46	3.5%	-13%	-0.8	972	i	0.5	13%	-0.3%	6%	-10	-6
Nc1cc(-c2ccc(Cl)cc2)nn1-c1ccccc1	i	46	4.3%	3%	-3.5	1090	i	0.4	3%	-0.3%	7%	17	-6
CC1=C/C(=N\N=C2\NC(=O)C(CC(=O)Nc3ccccc3F)S2)CC(C)(C)C1 (stereo unspecified)	i	5	0.3%	-6%	0.1	941	i	0.0	29%	0.0%	6%	18	6
NS(=O)(=O)c1cccc(NC(=O)Cn2cnc3ccccc3c2=O)c1	i	17	1.4%	22%	0.0	1122	i	8.1	-21%	-0.3%	4%	3	-16
CN1C(=O)c2ccccc2NC(=O)[C@]12O[C@@H]2c1cccc(O)c1	i	28	0.7%	2%	2.5	1072	i	2.5	1%	-0.2%	11%	nt	nt
CCNc1nc(NCC)nc(SCCOC(=O)c2ccccc2)n1	i	16	1.2%	2%	0.1	519	i	1.3	11%	-1.0%	3%	10	5
COCCNC(=S)N1CCOCC1	i	22	1.7%	-2%	-0.8	1132	i	0.5	15%	-0.1%	13%	-6	21
O=C(CCn1c(=O)oc2ccccc21)NCCCN1CCN(c2ccc(F)cc2)CC1	i	26	0.6%	2%	nt	nt	i	0.7	19%	-0.9%	7%	10	-1
COc1nc(OC)nc(N2CCC(NC(=O)C(Cc3ccc(C(C)C)cc3)NC(C)=O)CC2)n1 (stereo unspecified)	i	23	-0.7%	-4%	3.9	964	i	1.1	1%	-0.5%	4%	4	-6
O=C(c1ccccc1)C1CCN(C(=O)c2c(F)cccc2F)CC1	i	27	3.5%	-14%	nt	nt	i	1.1	6%	-0.2%	10%	nt	nt
Cc1c(C(=O)NCCN2CCOCC2)oc2ccc(Br)cc12	i	36	-2.3%	2%	nt	nt	i	0.8	29%	nt	7%	nt	nt
COc1cc(Cl)c(C)cc1NC(=O)c1cccc(OC)c1OC	i	57	?	0%	0.7	1446	i	0.3	8%	-1.4%	9%	11	14
CC(C)C(=O)N1CCN(c2c(Cl)cccc2[N+](=O)[O-])CC1	i	45	50%	-4%	8.0	1185	i	1.9	-5%	-0.4%	3%	-12	7
Cc1cccc(OC(C)C(=O)N/N=C\c2ccncc2)c1 (stereo unspecified)	i	58	0.8%	-6%	2.8	1049	i	0.2	14%	0.2%	3%	2	-4
C#CCn1c(=NC(=O)c2ccc(Br)s2)sc2cccc(OC)c21	i	22	4.4%	-1%	4.7	1021	i	1.4	9%	2.7%	4%	13	-1
Cc1ccc(NS(=O)(=O)c2cccc(C(=O)NCC3CCCO3)c2)cc1 (stereo unspecified)	i	50	6.4%	-2%	nt	nt	i	1.2	3%	nt	-4%	nt	nt
CCN(CC(=O)NC1CCCC1)S(=O)(=O)c1ccc(C)cc1	i	22	2.4%	10%	nt	nt	i	1.2	-4%	-0.6%	8%	3	12
O=C(CSCC(=O)N1CCCCC1)OCC(=O)c1c[nH]c2ccccc12	i	20	0.0%	8%	2.8	1106	i	2.0	8%	-0.6%	8%	-10	-1
COc1ccc(CCNC(=O)c2ccc3c(c2)NC(=O)C(CSCc2cc(C)ccc2C)N3)cc1OC (stereo unspecified)	i	55	1.1%	-3%	nt	nt	nt	nt	26%	-0.3%	nt	nt	nt
O=C(c1cc(-c2ccc(Cl)cc2)on1)N1CCN(c2ccc(F)cc2)CC1	i	59	2.0%	-4%	nt	nt	i	0.5	26%	-0.1%	4%	nt	nt
COC(=O)c1sc2nc3c(cc2c1N)C(=O)CC(C)(C)C3	i	17	-0.6%	2%	0.5	1187	i	1.6	10%	-0.1%	3%	-6	0
CN(c1ccc(C(=O)Nc2ccccc2Sc2ccccc2)cc1)S(C)(=O)=O	i	40	21%	10%	nt	nt	i	1.5	4%	-0.1%	-6%	-8	4
CCc1ccc(C(=O)Nc2ccc(OC)c(S(=O)(=O)N3CCCCC3)c2)cc1	i	10	15%	nt	nt	nt	i	0.2	nt	nt	3%	nt	nt

Laid out differently: results already given
smiles,T cell modulator,T cell modulator vesicle-bound %,RSV CPE inhibition,Salmonella PhoP GFP,b-catenin transl,b-catenin transl cell count 5 µM,Myeloid diff 2,Myeloid diff 2 GFP+ MAC1+ %,SV40 large T antigen,West Nile antiviral,Rac1 GTP hydrolysis,WT yeast gro inh,WT yeast gro inh mutant strain
Cc1ccc(NS(=O)(=O)c2cccc(C(=O)NCC3CCCO3)c2)cc1 (stereo unspecified),i,50,6.4%,-2%,nt,nt,i,1.2,3%,nt,-4%,nt,nt
CCN(CC(=O)NC1CCCC1)S(=O)(=O)c1ccc(C)cc1,i,22,2.4%,10%,nt,nt,i,1.2,-4%,-0.6%,8%,3,12
O=C(CSCC(=O)N1CCCCC1)OCC(=O)c1c[nH]c2ccccc12,i,20,0.0%,8%,2.8,1106,i,2.0,8%,-0.6%,8%,-10,-1
COc1ccc(CCNC(=O)c2ccc3c(c2)NC(=O)C(CSCc2cc(C)ccc2C)N3)cc1OC (stereo unspecified),i,55,1.1%,-3%,nt,nt,nt,nt,26%,-0.3%,nt,nt,nt
O=C(c1cc(-c2ccc(Cl)cc2)on1)N1CCN(c2ccc(F)cc2)CC1,i,59,2.0%,-4%,nt,nt,i,0.5,26%,-0.1%,4%,nt,nt
COC(=O)c1sc2nc3c(cc2c1N)C(=O)CC(C)(C)C3,i,17,-0.6%,2%,0.5,1187,i,1.6,10%,-0.1%,3%,-6,0
CN(c1ccc(C(=O)Nc2ccccc2Sc2ccccc2)cc1)S(C)(=O)=O,i,40,21%,10%,nt,nt,i,1.5,4%,-0.1%,-6%,-8,4
CCc1ccc(C(=O)Nc2ccc(OC)c(S(=O)(=O)N3CCCCC3)c2)cc1,i,10,15%,nt,nt,nt,i,0.2,nt,nt,3%,nt,nt

Next records.
SMILES	T cell modulator	T cell modulator vesicle-bound %	RSV CPE inhibition	Salmonella PhoP GFP	b-catenin transl	b-catenin transl cell count 5 µM	Myeloid diff 2	Myeloid diff 2 GFP+ MAC1+ %	SV40 large T antigen	West Nile antiviral	Rac1 GTP hydrolysis	WT yeast gro inh	WT yeast gro inh mutant strain
O=c1cc(O)c2c(=O)[nH]c(=O)n(-c3ccccc3)c2[nH]1	i	47	1.7%	-4%	-0.1	1365	i	1.1	11%	0.3%	0%	-22	-7
C=CCC1CCCCC12NC(=O)N(c1ccccc1)N2 (stereo unspecified)	i	26	4.1%	-14%	0.4	1374	i	0.2	7%	-0.5%	7%	nt	nt
Nc1ccc2oc(-c3cc(Br)ccc3Cl)nc2c1	i	58	3.1%	-5%	2.9	910	i	0.4	32%	0.8%	2%	-5	-26
COc1ccccc1NC(=O)c1ccccc1-c1nc(-c2ccccc2OC)no1	i	17	0.8%	-4%	-2.1	1104	i	1.0	5%	1.0%	13%	-7	-19
COC(=O)C1=C(C)N(CC2CC2)C(=NCc2cccc(Cl)c2)N[C@H]1c1ccccc1	i	33	1.9%	7%	nt	nt	i	1.0	7%	-1.5%	2%	nt	nt
Cc1cc(C(=O)NCc2ccc(Cl)cc2)n(-c2ccccc2)n1	i	46	1.1%	-5%	-0.8	1341	i	0.6	11%	-0.8%	13%	nt	nt
Cc1cc2cc(CNC(=O)c3cccs3)ccc2n1C	i	60	2.9%	0%	2.1	472	i	0.1	5%	0.1%	7%	6	-7
CCc1cccc(NC(=O)C2CCCN(S(=O)(=O)c3cccnc3)C2)c1 (stereo unspecified)	i	10	?	7%	nt	nt	?	nt	-2%	-0.3%	10%	nt	nt
Cc1cc2ccc3ccccc3c2cc1CN(C)C	i	27	-1.5%	2%	-1.9	1112	i	0.1	7%	-1.0%	nt	nt	nt
CC1=CC(C)(C)NC(=S)N1c1ccccc1	i	46	-0.1%	-11%	nt	nt	i	3.4	2%	-0.2%	-9%	-9	-3
O=C(O)C1(c2ccccc2)CCN(S(=O)(=O)c2ccc(Cl)cc2)CC1	i	43	1.9%	-1%	nt	nt	i	0.6	20%	1.9%	9%	nt	nt
O=C(OCC(=O)c1ccc[nH]1)c1cncc(Br)c1	i	16	2.1%	nt	nt	nt	i	0.4	nt	nt	6%	nt	nt
O=C(NC1CCN(S(=O)(=O)c2ccc(Cl)cc2)CC1)C1CCCCC1	i	18	0.3%	6%	nt	nt	i	1.9	-6%	0.1%	5%	nt	nt
O=S(=O)(/N=C(/Nc1nc2ccccc2s1)c1ccccc1)c1ccccc1	i	28	2.0%	nt	nt	nt	i	1.1	nt	nt	4%	nt	nt
Cc1ccc(C(=O)N/N=C\c2cc(Br)c(Br)o2)cn1	i	44	-0.8%	-23%	-2.9	1125	i	0.3	23%	-0.3%	nt	nt	nt
COc1cc2c(cc1OC)CN(C(=O)c1ccc(Br)o1)CC2	i	28	nt	-10%	0.5	1323	i	0.3	2%	-0.4%	5%	nt	nt
CC(=O)c1ccccc1NCC(=O)Nc1ccc(C)cc1	i	65	10%	9%	3.3	827	i	0.8	11%	0.4%	9%	6	2
CC(Sc1nnc(C2CC2)n1N)C(=O)NC1CCCCC1C (stereo unspecified)	i	37	1.3%	4%	nt	nt	i	0.0	17%	-0.4%	12%	nt	nt
CCCCc1ccc(S(=O)(=O)Nc2ccc(C)c(NS(C)(=O)=O)c2)cc1	i	44	8.4%	4%	-1.0	1303	i	0.0	10%	-0.3%	nt	nt	nt
